HCV inhibitor: HCV inhibition; Huh7.5.1 HCVcc-Cre infection, luciferase reporter, 44 h; Potency, µM (doses to about 41.8 µM), for the others: top-dose activity change, negative = inhibition, actives largely listed as inhibitors; actives 3.4% (n = 340,000); AID 651820; further: potency means the concentration at half of the fitted maximal effect; on the % scale 0 is the no-effect control and ±100 the full control effect
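Seed cells (1,000/well) for 4 h; treat with compound and infect with HCVcc-Cre, moi about 0.5. Incubate 44 h, then detect luciferase activity.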
Shiga toxin inh: blocks Shiga toxin action in Vero cells | Vero cells, Shiga toxin protein synthesis inhibition reporter | inhibition, % at 38.7 µM | actives 9.2% (n = 290,000); in the data active means inhibition mostly above about 28%, no sharp cut-off; inactive means mostly below about 43%; further: 0% is about no effect
Pf growth 48h: P. falciparum growth inhibition at 48 hours (one generation); P. falciparum luciferase growth in erythrocytes, 48 h; Potency, µM (titrated, usually from 28.7 µM), inactives show at the highest dose activity change, negative = inhibition, actives largely listed as inhibitors; actives 5.9% (n = 310,000); AID 504832; further: potency means the concentration at half of the fitted maximal effect; on the % scale 0 is the no-effect control and ±100 the full control effect
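Erythrocytes infected with P. falciparum carrying an integrated firefly luciferase reporter (2% hematocrit, 0.1% parasitemia final) were exposed to compounds in RPMI 1640 with 0.5% Albumax at 37 C, 5% CO2. Growth inhibition was scored as reduced luminescence.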
CHX counter: counter-screen hit for Shiga toxin inhibitors, cycloheximide. actives 12% (n = 300,000). AID 2314. max response, %. cell reporter, cycloheximide protein synthesis inhibition counterscreen; in the data active means max response mostly above about 13%, no sharp cut-off; inactive means mostly below about 14%; further: read at 38.3 µM for the half of the compounds with a filed dose; 0% is about no effect
FBPA Giardia inh: blocks Giardia fructose-bisphosphate aldolase activity; purified Giardia FBPA; Potency, µM (highest dose often 59.6 µM), for inactives: at the highest dose activity, negative = inhibition, most hits filed as inhibitors; actives 0.71% (n = 290,000); AID 2451; further: potency means the concentration at half of the fitted maximal effect; on the % scale 0 is the no-effect control and ±100 the full control effect; nearly all actives have a fitted effect of over 55% in size
Target sequence (A8B2U2 whole entry, looked up): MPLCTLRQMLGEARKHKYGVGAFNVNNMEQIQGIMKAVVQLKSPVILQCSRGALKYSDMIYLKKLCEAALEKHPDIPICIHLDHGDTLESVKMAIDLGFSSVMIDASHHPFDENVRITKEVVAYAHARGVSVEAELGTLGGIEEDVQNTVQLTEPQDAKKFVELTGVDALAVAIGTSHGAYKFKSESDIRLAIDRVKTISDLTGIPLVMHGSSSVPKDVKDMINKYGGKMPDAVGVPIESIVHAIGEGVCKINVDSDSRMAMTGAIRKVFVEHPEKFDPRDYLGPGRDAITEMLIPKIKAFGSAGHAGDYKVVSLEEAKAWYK
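40 nM FBPA preincubated 10 min at RT with compound (up to 57.5 uM final), then substrate plus GAPDH/TPI/NAD/arsenate coupling and diaphorase/resazurin added. Fluorescence read after 20 min at RT, 525/598 nm.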
Pf growth 96h: P. falciparum growth inhibition at 96 hours; P. falciparum luciferase reporter growth, 96 h; Potency, µM (doses to about 28.7 µM), for inactives: at the top dose activity change, negative = inhibition, actives largely listed as inhibitors; actives 6.9% (n = 320,000); AID 504834; further: potency means the concentration at half of the fitted maximal effect; on the % scale 0 is the no-effect control and ±100 the full control effect
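Readout is luminescence from an integrated firefly luciferase in P. falciparum. Red cells, 2% hematocrit and 0.05% parasitemia final, were cultured with compound through two parasite generations (96 hours) at 37 C, 5% CO2.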
Active calls of the source: *; ? = inconclusive; · = not tested or not shown; [ ] = remark or other dose. Unless noted, the call rests on the fitted dose curve; in most records, active means well fitted curve in the direction sought with a large enough effect; inconclusive means small, poorly fitted or top-dose-only effect, or another doubt; inactive means no such curve, though single readings can be large; an effect the other way counts as inactive or inconclusive. This is a random part of the collection. About 24% of those tested had a hit in this group.

mol	HCV inhibitor	Shiga toxin inh	Pf growth 48h	CHX counter	FBPA Giardia inh	Pf growth 96h
O=C(Nc1nc(N2C(=O)c3ccccc3C2=O)n(-c2ccccc2)n1)c1ccc(F)cc1	-4%	-13	60%[activator]	10	-11%	130%[activator]
Cc1ccc2c(c1)c1ncnc(N3CCc4ccccc4C3)c1n2C	?	62*	?	42*	3%	-35%
CC(C)(C)NC(=O)c1c(F)c(F)c(F)c(F)c1F	2%	-5	6%	-4	0%	4%
Cn1cc(CNC(=O)c2cc(-c3ccc(Br)cc3)nc3ccccc23)cn1	5%	8	-27%	23	-1%	38%[activator]
O=C(Nc1cc(S(=O)(=O)N2CCOCC2)ccc1O)c1ccco1	13%	-5	?	1	0%	?
O=S(=O)(NCC(c1ccco1)N1CCN(c2ccccc2F)CC1)c1ccccc1 (stereo unspecified)	1%	-7	10%	5	3%	6%
CCSc1ccccc1C(=O)NCCc1ccccc1	-4%	62	-8%	0	-3%	-3%
O=C1OC(c2ccccc2)=C/C1=C\N1CCOCC1	-17%	-4	95%[activator]	7	-6%	17%
O=C(NC1CCCN(Cc2ccccc2F)C1)c1cccc(N2CCCC2=O)c1 (stereo unspecified)	-11%	-13	?	-3	·	?
Cc1cccc(C(=O)Oc2cc(C)[nH]c(=O)c2[N+](=O)[O-])c1	24%	20	-5%	0	·	-6%
Cc1nn(C)cc1-c1csc(N)n1	10%	2	4%	12	-6%	?
O=C(CCN1C(=O)C2CCCCC2C1=O)Nc1ccc(OC(F)F)cc1 (stereo unspecified)	?	·	-2%	·	·	5%
Cc1ccc(/C=N/Nc2cc(C)nc(NCc3ccccc3)n2)cc1	7.1µM*	29	0.59µM*	19*	-6%	1µM*
CC(=O)Nc1ccc(S(=O)(=O)c2ccc(C)cc2)cc1	18%	-11	?	-1	9%	2%
CCOC(=O)c1ccc(NC(=O)NC2CC3CCC(C2)N3)cc1 (stereo unspecified)	18µM*	17	-14%	-2	5%	·
CCCn1c(N2CCN(CC(=O)NCc3cccs3)CC2)nc2ccccc21	?	-7	-7%	7	-19%	-11%
Cc1ccc(N(C(=O)c2csnn2)C(C(=O)NC2CCCCC2)c2ccccn2)cc1C (stereo unspecified)	?	-7	-20%	-1	-3%	-8%
CCCCn1c(SCc2nc3ccccc3s2)nc2cc(S(N)(=O)=O)ccc21	?	2	·	12	-7%	?
O=C(Oc1c(Br)cc(C(=S)N2CCOCC2)cc1Br)c1ccc(Cl)cc1	5%	6	?	-2	1%	-18%
O=C(O)CC/C(=N\NC(=O)c1ccncc1)c1ccccc1	11%	·	-14%	5	-2%	?
Cc1[nH]c2ccccc2c1C(=O)C(=O)NCCOc1ccccc1	10%	17	?	25	5%	52%[activator]
N/C(=N\OC(=O)c1ccccc1)c1ccncc1	6%	87*	75%[activator]	46*	6%	?
CCC(C)NC(=O)c1c(N)n(Cc2ccc3c(c2)OCO3)c2nc3ccccc3nc12 (stereo unspecified)	?	-13	?	5	?	?
Cc1ccc(S(=O)(=O)NCc2ccccc2)s1	2%	-17	-6%	1	4%	-98%
CC1CC(C)CN(S(=O)(=O)CCNC(=O)c2ccc3c(c2)OCO3)C1 (stereo unspecified)	-3%	·	5%	·	·	10%
CCC(=O)Nc1nc2ccc3sc(C)nc3c2s1	-17%	96*	?	50*	-27%	-6%
CCc1nnc(NC(=O)c2cc(C)nc3ccccc23)s1	10%	-5	12%	0	5%	-20%
COc1ccc(-n2cc(CNCCc3cnc[nH]3)c(-c3cccc(F)c3)n2)cc1	?	67	1.7µM*	41*	21%	?
Fc1ccc(Sc2nc(-c3ccccc3)nnc2C(F)(F)F)cc1	9%	-2	8.3µM*	1	-1%	13µM*
O=S(=O)(Nc1ccc(-c2nc3cccnc3s2)cc1)c1cc(F)ccc1F	17%	67*	41%[activator]	37*	12%	51%[activator]
CC(C)[C@H](NC(=O)[C@H](CCCCN)NC(=O)[C@@H](NC(=O)[C@@H]1CCCN1C(=O)[C@H](CCCN=C(N)N)NC(=O)[C@H](CCCN=C(N)N)NC(=O)[C@H](CCCCN)NC(=O)[C@H](CCCCN)NC(=O)CNC(=O)[C@@H](NC(=O)[C@@H]1CCCN1C(=O)[C@@H](N)CCCCN)C(C)C)C(C)C)C(=O)N[C@@H](Cc1ccc(O)cc1)C(=O)N1CCC[C@H]1C(=O)O	·	-8	·	14	?	·
O=C(O)c1ccc(CSc2nc(-c3ccc(Cl)cc3)cc(C(F)(F)F)n2)cc1	8%	9	-1%	0	?	12%
O=C(O)c1cc(S(=O)(=O)N2CCCCC2)ccc1F	-6%	-17	8%	-2	5%	131%[activator]
O=S1(=O)CC2SC(=S)N(Cc3ccccc3)C2C1 (stereo unspecified)	6%	-7	?	-5	1%	31%[activator]
COc1ccc(CN(C)C(=O)[C@H](Cc2ccccc2)NC(=O)c2ccco2)c(OC)c1	2%	·	?	·	·	?
NC(=O)NCc1cccc(Cl)c1	19%	-29	15%	-3	3%	36%[activator]
Cc1cc(-c2nn(-c3ccccc3F)cc2CN2CCC(C(N)=O)CC2)c(C)s1	7%	-11	-2%	8	1%	8.3µM*
O=C(CS(=O)(=O)Cc1ccccc1)Nc1nc2ccccc2s1	7%	3	19%	-1	-6%	-24%
COC(=O)c1sc(S(=O)(=O)NC(C)C(=O)O)c(C(=O)OC)c1C (stereo unspecified)	23%	-23	-13%	-3	2%	16%
CCOC(=O)Cn1c(=O)c(C#N)cn(C(C)C)c1=O	21%	23	-1%	7	2%	3%
O=C(CCc1nnc(CCCc2ccccc2)o1)NCCN1CCOC1=O	6%	24	14%	8	3%	1%
CC(=O)c1cc2c(=O)c3cc(C)ccc3oc2nc1C	6%	121*	112%[activator]	30*	-2%	130%[activator]
O=[N+]([O-])c1cc2c(c(CSc3nnc4ccccn34)c1)OCOC2	4%	-7	53%[activator]	5	-5%	-8%
O=C(COc1ccc(S(=O)(=O)N2CCOCC2)cc1Cl)N1CCOCC1	1%	-6	-12%	-6	4%	-10%
O=S(=O)(/N=C(/Nc1ccc(F)cc1F)c1ccc(Cl)cc1)c1ccccc1	4%	-11	16%	-4	3%	2%
CCc1cccc2c(C(=S)N3CCOCC3)c[nH]c12	7%	66	-14%	-1	3%	-4%
O=C1C(=O)c2c(C(=O)c3ccccc3)coc2-c2ccccc21	11µM*	-19	·	11	3.2µM*	?
CCOc1ccc(S(=O)(=O)N2CCCCC2)cc1NC(=O)C1COc2ccccc2O1 (stereo unspecified)	10µM*	·	6.6µM*	·	·	?
N#Cc1c(C(F)(F)F)cc(-c2cccs2)nc1SCC(=O)O	10%	-11	23%	-2	28%	?
COC(=O)c1ccc(CSc2nc3ccc(S(N)(=O)=O)cc3[nH]2)cc1	-28%	18	22%	11	?	26%
CC(NC(=O)c1ccccc1)C(c1cccs1)N1CCOCC1 (stereo unspecified)	9%	-2	18%	-1	1%	5%
COc1cccc(-n2nnc3c(=O)n(Cc4ccccc4Cl)cnc32)c1	3%	-32	10%	-2	3%	?
O=C(COC(=O)/C=C/c1cccc([N+](=O)[O-])c1)NCc1ccc2c(c1)OCO2	16%	15	7%	-1	8%	19%
c1ccc(C2CC(c3ccccc3)n3ncnc3N2)cc1 (stereo unspecified)	5%	-6	2%	-3	-2%	7%
O=C(Nc1ccccc1C(=O)Nc1nnc(C(F)(F)F)s1)c1ccccc1	-87%	-1	1.2µM*	-2	-25%	2.6µM*
CCCOc1ccc(N2C(=O)CC(NNC(=O)c3ccc(COc4ccccc4)o3)C2=O)cc1 (stereo unspecified)	-7%	-12	?	-1	1%	18%
O=C(NC1CCCC1)C(c1ccccc1)N(Cc1ccc2c(c1)OCO2)C(=O)Cc1cccs1 (stereo unspecified)	0%	6	?	1	-5%	26%
CCc1ccccc1NC(=O)C1CCCN1S(=O)(=O)c1ccc(-c2ccc(=O)[nH]n2)s1 (stereo unspecified)	9%	-10	?	9	-16%	?
Cc1ccc(C(=O)Nc2nnc(S(=O)(=O)N3CCN(c4ccc(F)cc4)CC3)s2)cc1	5%	-6	16%	0	·	?
Cc1cc(C)c(C#N)c(SCc2ccc(C#N)cc2)n1	3%	-2	-26%	-4	-1%	6%

Other results follow:
mol	HCV inhibitor	Shiga toxin inh	Pf growth 48h	CHX counter	FBPA Giardia inh	Pf growth 96h
Cc1ccc(S(=O)(=O)NCC[C@@]2(C)C3CCC2(C)C(=O)C3)cc1 (stereo partly specified)	1%	13	1%	5	10%	-7%
CCCCCC(=O)N/N=C(\C)c1ccc(Cl)cc1	-13%	13	34%[activator]	7	7%[12.9 µM]	-25%
CCN(CC)CCCNCC(=O)Nc1ccc2c(c1)CCC2	10µM*	17	?	0	?	-19%
CC(C)(C)C(=O)NC1(C(F)(F)F)C(=O)Nc2c1c(=O)[nH]c(=O)n2Cc1ccco1 (stereo unspecified)	13%	-6	31%[activator]	-1	2%	-6%[5.75 µM]

10 of the compounds above, with two lines to a compound:
Value order: HCV inhibitor, Shiga toxin inh, Pf growth 48h, CHX counter, FBPA Giardia inh, Pf growth 96h
O=C(Nc1ccccc1C(=O)Nc1nnc(C(F)(F)F)s1)c1ccccc1
→ -87%, -1, 1.2µM*, -2, -25%, 2.6µM*
CCCOc1ccc(N2C(=O)CC(NNC(=O)c3ccc(COc4ccccc4)o3)C2=O)cc1 (stereo unspecified)
→ -7%, -12, ?, -1, 1%, 18%
O=C(NC1CCCC1)C(c1ccccc1)N(Cc1ccc2c(c1)OCO2)C(=O)Cc1cccs1 (stereo unspecified)
→ 0%, 6, ?, 1, -5%, 26%
CCc1ccccc1NC(=O)C1CCCN1S(=O)(=O)c1ccc(-c2ccc(=O)[nH]n2)s1 (stereo unspecified)
→ 9%, -10, ?, 9, -16%, ?
Cc1ccc(C(=O)Nc2nnc(S(=O)(=O)N3CCN(c4ccc(F)cc4)CC3)s2)cc1
→ 5%, -6, 16%, 0, ·, ?
Cc1cc(C)c(C#N)c(SCc2ccc(C#N)cc2)n1
→ 3%, -2, -26%, -4, -1%, 6%
Cc1ccc(S(=O)(=O)NCC[C@@]2(C)C3CCC2(C)C(=O)C3)cc1 (stereo partly specified)
→ 1%, 13, 1%, 5, 10%, -7%
CCCCCC(=O)N/N=C(\C)c1ccc(Cl)cc1
→ -13%, 13, 34%[activator], 7, 7%[12.9 µM], -25%
CCN(CC)CCCNCC(=O)Nc1ccc2c(c1)CCC2
→ 10µM*, 17, ?, 0, ?, -19%
CC(C)(C)C(=O)NC1(C(F)(F)F)C(=O)Nc2c1c(=O)[nH]c(=O)n2Cc1ccco1 (stereo unspecified)
→ 13%, -6, 31%[activator], -1, 2%, -6%[5.75 µM]
